Assay outcomes from PubChem.
Yfh1-off respiration: mitochondrial function rescue without frataxin homolog – Friedreich's ataxia, plus single-dose screen, dose response (AID 1465); S. cerevisiae Yfh1-off respiration, WST-1 reduction, 72 h; higher fold induction means a stronger effect; one-dose fold induction at 50 µM; EC50 in µM for titrated hits; hit rate 0.074% among 220,000;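 active = fold induction of absorbance versus untreated yeast above a set limit, then at least 30% activation at any dose in follow-up; inconclusive = repeats straddling the limit, or above it without dose testing; inactive = fold induction below the set limit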;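 also: activators that raise dye reduction in frataxin-depleted yeast; strong numbers were not always called active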
NOD2 inhibition: NOD2 signaling inhibitors, cell-based, luminescence, uHTS, HEK293 (AID 1566) | HEK293 NOD2/NF-kB luciferase reporter, luminescence; higher % means a stronger effect | inhibition, % at 4 µM; hits with a dose series show EC50 in µM | hit rate 0.63% among 290,000; also: many of its hits are not listed in these tables
KOR beta-arrestin-1: KOR agonists, beta-arrestin recruitment, primary screen, cell-based, luminescence, uHTS (AID 1777); KOR beta-arrestin recruitment, luminescence; higher % means a stronger effect; activation, % at 10 µM, or EC50 in µM where a hit was titrated; hit rate 0.02% among 280,000; in the data active = activation above about 50%, passing the limit was not always enough; also: a part of the inactive calls stands beside numbers as strong as those of hits
KOR beta-arrestin-2: kappa opioid receptor blockers – cell-based, luminescence, uHTS (AID 1778) | one-dose inhibition, % at 10 µM; IC50 in µM for titrated hits | hit rate 0.091% among 290,000 | KOR beta-arrestin recruitment, luminescence, antagonist mode; higher % means a stronger effect; also: strong numbers were not always called active
NS5 inhibitors: Dengue-2 NS5 methyltransferase inhibitors, primary screen, biochemical, confirmation dose response (AID 588689); hit rate 0.3% among 340,000; one-dose inhibition, % at 25 µM; IC50 in µM for titrated hits; Dengue-2 NS5 methyltransferase capping enzyme assay, biochemical; higher % means a stronger effect; in the data active = a potency from the dose series; inconclusive = inhibition above about 29% without an active follow-up result
HIV peptide binding: inhibitors of HIV fusion peptide binding, primary screen, biochemical, uHTS, fluorescence dequenching (AID 1986); cell-free peptide binding, fluorescence dequenching, 30 min; higher % means a stronger effect; one-dose inhibition, % at 20 µM; IC50 in µM for titrated hits; hit rate 0.3% among 290,000; in the data active = inhibition mostly above about 52%, no sharp cut-off; inactive = mostly below about 76%; also: some results filed as inactive read as strong as hits
West Nile virus CPE: West Nile virus antiviral activity, cell-based, CPE readout (AID 1621); West Nile virus-infected cells, CPE inhibition; higher % means a stronger effect; hit rate 0.02% among 290,000; CPE inhibition, % at 10 µM; hits with a dose series show IC50 in µM; in the data active = a potency from the dose series; inconclusive = CPE inhibition mostly from about 3.7% at the one dose, without a potency; inactive = the rest, 99 in 100 with CPE inhibition below about 2.2%; also: strong numbers were not always called active
NOD1 NF-kB reporter: NOD1 signaling inhibitors, primary screen, cell-based, luminescence, uHTS (AID 1578); hit rate 1% among 290,000; inhibition, % at 4 µM; hits with a dose series show EC50 in µM; NOD1-driven NF-kB luciferase reporter cells, luminescence; higher % means a stronger effect; in the data active = inhibition mostly above about 36%, no sharp cut-off; inactive = mostly below about 34%;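 also: HEK-293T reporter cells stimulated with the NOD1 agonist gamma-tri-DAP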
AID2073: disruptors of CaV2.2 binding to Mint1 – biochemical, HTRF (AID 2073); HTRF protein-protein interaction, Mint1-CaV2.2; higher % means a stronger effect; hit rate 0.19% among 290,000; inhibition, % at 20 µM; hits with a dose series show IC50 in µM; in the data active = inhibition mostly above about 51%, no sharp cut-off; inconclusive = no clear call, values can overlap the other calls; inactive = mostly below about 53%; also: some results filed as inactive read as strong as hits
NS5 inhibitors pilot replicate: second read-out of NS5 inhibitors, no call of its own (marks repeat the call); inhibition, %; measured here: pilot screen replicate inhibition
* marks the source's active call; other numbers are inactive results; i = inactive; ? = inconclusive; · = no result given; [ ] = dose if it differs, or a comment. Rule as the data show it, unless noted: active = inhibition above about 50%; inactive = the rest. Not all compounds are listed. The share of hits here may be higher or lower than overall.

SMILES | Yfh1-off respiration | NOD2 inhibition | KOR beta-arrestin-1 | KOR beta-arrestin-2 | NS5 inhibitors | HIV peptide binding | West Nile virus CPE | NOD1 NF-kB reporter | AID2073 | others
Cc1cc2cc(CNC(=S)Nc3ccc(OC(F)(F)F)cc3)ccc2n1C | · | 22% | 0.0% | 2% | 1% | 4.0% | · | -6% | 0%
COC(=O)c1ccccc1OC(=O)c1cc[n+]([O-])cc1 | i | 12% | · | -4%[20 µM] | -1% | -0.5% | 1.3% | -24% | 1%
Oc1c(Cl)cc(Cl)cc1CNc1nc2ccccc2[nH]1 | · | 11% | -6.8% | 8%[20 µM] | -18% | -2.2% | -0.9% | -19% | -3%
Nc1nonc1-n1nnc(C(=O)N/N=C/c2ccc(Br)cc2)c1CSC1=NCCS1 | ? | -12% | -3.5% | 22% | -1% | 0.1% | ? | 24% | 5%
COc1ccc(-n2ccnc2CN2CCCC(CO)(Cc3cccc(OC)c3)C2)cc1 (configuration not stated) | i | 3% | -1.7% | -20% | 8% | 1.3% | -1.3% | -35% | ?
CCN1C(=O)CC(N2CCN(c3cccc(OC)c3)CC2)C1=O (configuration not stated) | i | 0% | -6.1% | 7% | 0% | -1.6% | 0.1% | -32% | 2%
CCCCn1c(-c2ccc(C(C)(C)C)cc2)nc2cc3[nH]c(=O)c(C(C)C)nc3cc21 | · | 5% | -0.2% | -32%[20 µM] | -5% | 9.8% | ? | 30% | 22%
CCOc1ccc(C(=S)N2CCCC2)c(OCC)c1 | · | 19% | -4.2% | 8% | · | -0.8% | -0.6% | -11% | -14%
CCCn1c(N2CCN(Cc3ccc(Cl)cc3)CC2)nc2ccccc21 | i | 0% | 1.3% | 5% | -4% | 1.5% | -0.5% | -18% | -9%
CCCCCN(C(=O)CCC(=O)OCc1cccc(C(F)(F)F)c1)c1c(N)n(CCCC)c(=O)[nH]c1=O | · | 4% | 5.5% | -10% | -5% | -0.2% | -0.6% | -15% | 9%
CCOC(=O)c1c(C)c(C(=O)NCCN2CCOCC2)c(C)n1C | i | 14% | 5.0% | -38% | -2% | 0.2% | -0.2% | -22% | 1%
C[C@H](NC(=O)[C@@H]1CCC(=O)N1Cc1ccco1)c1ccccc1 | i | 2% | 2.3% | 2% | 8% | 1.0% | 0.2% | -26% | 3%
Cc1cc(NC(=O)c2cc(-c3ccc(OC(C)C)cc3)nc3ccccc23)no1 | · | -6% | 6.4% | -41% | -5% | 1.5% | -1.0% | -30% | 18%
Cc1cccc(C(=O)N2CCC(=O)N(C(COCc3ccc(Cl)cc3)Cc3ccccc3)CC2)c1 (configuration not stated) | i | -11% | -2.1% | -12% | -6% | -1.6% | -0.2% | -28% | 13%
O=C(c1ccccc1)C1C(c2ccccc2)C1[N+](=O)[O-] (configuration not stated) | i | 12% | 1.1% | 26% | -1% | 0.1% | -0.6% | 5% | -3%
Cc1ccc(N=Cc2ccc[nH]2)c(O)c1 | i | -43% | -7.1% | 9% | 11% | 5.4% | -0.3% | -36% | -13%
CCN(CC)S(=O)(=O)c1ccc(C(=O)OCCN2C(=O)c3cccc4c(N5CCOCC5)ccc(c34)C2=O)cc1 | i | 13% | 4.6% | -13% | 27% | 150% | -0.5% | -6% | ?
CC(C(=O)N1CCN(C=O)CC1)N1C(=O)c2ccccc2C1=O (configuration not stated) | i | -7% | -0.7% | -15% | -1% | 1.8% | 0.2% | -29% | 6%
Cc1csc(NC(=S)Nc2cccc(Cl)c2)n1 | i | · | -7.5% | 58%* | -5% | -0.8% | -1.5% | · | -7%
CCCCCCNC(=O)c1cn(CC)c2cc(N3CCN(C)CC3)c(F)cc2c1=O | · | -25% | -7.1% | 43% | -4% | -1.7% | ? | 15% | 9%
CCOC(=O)c1c(C)c(C(=O)NCCOC)c(C)n1CC | i | -10% | -2.6% | 9% | 6% | 1.6% | 0.5% | -22% | -5%
CSc1ccccc1NC(=O)COC(=O)c1ccccc1O | i | 0% | -9.2% | 9% | 0% | -1.9% | 0.4% | -36% | -4%
CC1CN(C(=S)SCC(=O)c2ccc([N+](=O)[O-])cc2)CC(C)O1 (configuration not stated) | · | 23% | -2.6% | 37% | -2% | -1.8% | -1.0% | -4% | -27%
N=c1n(CCOc2ccccc2)c2ccccc2n1CCN1CCOCC1 | i | -2% | · | · | -3% | -5.1% | -0.3% | -2% | -8%
CCOc1ccc(C2(C)NC(=O)N(CCN(C)C)C2=O)cc1 (configuration not stated) | · | 6% | 0.7% | -3%[20 µM] | -11% | 1.7% | 1.0% | -23% | 0% | NS5 inhibitors pilot replicate=-1.5

Looked up by compound from the entries so far, four records:
SMILES | Yfh1-off respiration | NOD2 inhibition | KOR beta-arrestin-1 | KOR beta-arrestin-2 | NS5 inhibitors | HIV peptide binding | West Nile virus CPE | NOD1 NF-kB reporter | AID2073 | others
CCOc1ccc(C(=S)N2CCCC2)c(OCC)c1 | · | 19% | -4.2% | 8% | · | -0.8% | -0.6% | -11% | -14%
CC1CN(C(=S)SCC(=O)c2ccc([N+](=O)[O-])cc2)CC(C)O1 (configuration not stated) | · | 23% | -2.6% | 37% | -2% | -1.8% | -1.0% | -4% | -27%
COC(=O)c1ccccc1OC(=O)c1cc[n+]([O-])cc1 | i | 12% | · | -4%[20 µM] | -1% | -0.5% | 1.3% | -24% | 1%
Cc1ccc(N=Cc2ccc[nH]2)c(O)c1 | i | -43% | -7.1% | 9% | 11% | 5.4% | -0.3% | -36% | -13%

The main list resumes; the 3 compounds before the break are reprinted first.
SMILES | Yfh1-off respiration | NOD2 inhibition | KOR beta-arrestin-1 | KOR beta-arrestin-2 | NS5 inhibitors | HIV peptide binding | West Nile virus CPE | NOD1 NF-kB reporter | AID2073 | others
CC1CN(C(=S)SCC(=O)c2ccc([N+](=O)[O-])cc2)CC(C)O1 (configuration not stated) | · | 23% | -2.6% | 37% | -2% | -1.8% | -1.0% | -4% | -27%
N=c1n(CCOc2ccccc2)c2ccccc2n1CCN1CCOCC1 | i | -2% | · | · | -3% | -5.1% | -0.3% | -2% | -8%
CCOc1ccc(C2(C)NC(=O)N(CCN(C)C)C2=O)cc1 (configuration not stated) | · | 6% | 0.7% | -3%[20 µM] | -11% | 1.7% | 1.0% | -23% | 0% | NS5 inhibitors pilot replicate=-1.5
O=C(Cc1ccccc1[N+](=O)[O-])N1CCN(c2ccccc2F)CC1 | i | -14% | -3.1% | -23% | -9% | 1.5% | 0.3% | -4% | -4%
COC(=O)c1ccccc1NC(=O)N1CCN(C(=O)c2ccco2)CC1 | · | 2% | 0.3% | 33% | -6% | -0.9% | · | -15% | 13%
O=C(NCc1cccs1)C1CCCN(S(=O)(=O)c2ccc(Br)s2)C1 (configuration not stated) | i | -4% | 4.4% | -29% | 1% | -2.1% | -0.4% | -33% | -4%
COc1ccccc1NC(=O)C1CC(=O)N(c2ccc(F)cc2)C1 (configuration not stated) | i | 8% | -3.3% | 1% | -3% | 1.6% | 0.4% | -27% | 2%
COc1ccc(CC(=O)Nc2nnc(-c3cccc([N+](=O)[O-])c3)s2)cc1 | · | 0% | 0.0% | -2% | -3% | -0.8% | · | -28% | 1%
O=C(/C=C/c1cccc([N+](=O)[O-])c1)NCCSCc1cccc(Cl)c1 | i | -32% | 2.3% | 28% | -3% | -2.6% | -2.0% | -8% | -8%
Cc1ccc(NC(=O)c2cccs2)cc1NC(=O)c1ccccc1Cl | · | -3% | -3.8% | 26% | -5% | 0.3% | -0.9% | -2% | 2%
OCCSc1nc(-c2cccnc2)nc2ccccc12 | i | -11% | 2.0% | -5% | -2% | 2.8% | 1.3% | 6% | 15%
COc1cccc(-c2n[nH]c3c2CCC3)c1 | i | 23% | -2.4% | -3% | -2% | 0.8% | -0.1% | -22% | 11%
COCCn1nnnc1C(c1ccccc1)N1CCN(C(=O)c2ccco2)CC1 (configuration not stated) | · | 0% | -3.6% | 9% | -7% | 1.1% | 1.2% | -30% | ?
O=C1N(c2cccc(Cl)c2)C(c2ccc(Cl)cc2)N2CCCN12 (configuration not stated) | i | -22% | 0.6% | -4% | -10% | 1.6% | 0.7% | 9% | 0%
COC(=O)CN1C(=S)N(c2ccc(F)cc2)C(=O)C1CC(=O)Nc1ccc(OC)cc1 (configuration not stated) | i | -4% | 3.0% | -1% | -1% | 0.9% | 0.2% | -5% | -9%
Cc1cccc(OCC(=O)Nc2ccccc2N2CCN(C(=O)C(C)C)CC2)c1C | i | -1% | -3.5% | -14% | 1% | 0.3% | 0.2% | -18% | -5%
CCCCc1ccc(/C(C)=N/Nc2cc(N3CCOCC3)nc(C)n2)cc1 | · | -20% | -1.2% | -31%[20 µM] | -8% | -0.8% | -0.7% | -26% | 6%
COc1cc([N+](=O)[O-])cc2cc(C(=O)N3CCCC3)c(=O)oc12 | i | 24% | · | -3%[20 µM] | 1% | -1.9% | 0.3% | -9% | 2%
Cc1cc(C)c(C#N)c(SCS(=O)Cc2ccccc2)n1 (configuration not stated) | i | -2% | 1.6% | 16% | 0% | 0.2% | -0.1% | -14% | 12%
COC(=O)c1ccc(C23CC4(C2)[C@H](CN(Cc2ccc(C(F)(F)F)cc2)[C@@H]4c2ccccc2)C3c2ccccc2)cc1 (some centres not stated) | i | 0% | 5.8% | 22% | -19% | 0.6% | -0.7% | 6% | 9%
COc1ccccc1-c1nnc(SCC(=O)N2CCCCC2)o1 | · | -18% | -0.5% | -2% | -6% | -0.4% | -1.0% | -36% | 5%
CN(CC(=O)Nc1cccnc1)S(=O)(=O)c1ccc(Br)cc1 | · | 7% | 3.9% | -27% | 1% | -0.5% | 0.9% | -11% | -1%
CN(Cc1cnccn1)C(=O)CC1C(=O)NCCN1Cc1c(F)cccc1Cl (configuration not stated) | i | 15% | -3.1% | 30% | 13% | -0.7% | -0.1% | -2% | -2%
CN(c1ccccc1C(=O)N1CCN(c2ccccc2F)CC1)S(=O)(=O)c1ccccc1 | · | 7% | 0.4% | -19% | -6% | -0.6% | -1.2% | -9% | -4%
O=C1NC2(CCCC2)N=C1c1ccc(F)cc1 | i | 3% | -4.0% | 8% | -3% | -0.3% | -0.8% | -12% | -2%
O=C(CSCc1ccccc1)N1CCN(S(=O)(=O)c2ccc(F)cc2)CC1 | · | 2% | 0.4% | -13% | -7% | 0.2% | -0.8% | -32% | 8%
Cc1ccc(Sc2ncccc2C(=O)NCc2cc([N+](=O)[O-])ccc2O)cc1C | · | 8% | -3.2% | 23% | -3% | 1.5% | -0.9% | -10% | 1%
